Screens from PubChem.
MDM2 E3 inh – inhibitors of human Mdm2 E3 ubiquitin ligase; signal enhancement, % at 5 µM; cell-based MDM2 ubiquitination luciferase reporter, 2 h; 0 = plate control, 100 = twice control, blank-subtracted; 210,000 compounds, 0.11% hits;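 active = signal enhancement of 30% or more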;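 also: luminescence tracks abundance of the self-degrading MDM2-luciferase fusion protein; higher signal means inhibition of MDM2 E3 ligase activity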
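Test system: mammalian cells stably expressing self-ubiquitinating, self-degrading MDM2 E3–luciferase fusion; Amount: 2000 cells in each well; Medium: DMEM; Schedule: 4 h settle plus 2 h compound, 37 °C; Technique: SteadyLite luciferase luminescence after 15 min room-temperature reagent incubation; Benchmarks: plate control and blank wells.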
NPY1 pot ag – potentiators or agonists of human neuropeptide Y receptor Y1 | NPY-Y1 expressing cells, potentiator/agonist activation | 220,000 compounds, 0.37% hits | activation, % at 3.6 µM | P25929; in the data active = activation above about 33%, passing the limit was not always enough;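 also: cells stimulated with NPY at EC10 then isoproterenol at EC100; 0% = low agonist plus stimulus and 100% = saturating agonist plus stimulus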
p97 ATPase inh – human p97 ATPase inhibition; P55072; recombinant p97 ATPase, Kinase-Glo ATP luminescence, 3 h; inhibition, % at 8 µM; 220,000 compounds, 0.42% hits; in the data active = inhibition above about 15%;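 also: 0% = DMSO vehicle and 100% = wells lacking enzyme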
Runt-CBFb FRET – blocks binding of human RUNX1 Runt domain to CBFb. Cerulean-Runt/Venus-CBFb FRET ratio 530/480, 1 h. inhibition, % at 20 µM. 220,000 compounds, 0.46% hits. AID 1496;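 active = inhibition over about 50% at 20 µM in the single-dose screen, limit read from the data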;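 also: 0% = DMSO wells and 100% = excess unlabeled CBFb competitor control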
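test system = Cerulean-tagged RUNX1 Runt domain (FRET donor) fusion protein | reagent = Venus-CBFb binding partner, 100 nM | incubation = protein complex preformed 1 h, compound exposure 1 h, room temperature, dark | detection = FRET fluorescence | read-out basis = loss of energy transfer signal | controls = 5 µM unlabeled CBFb as full-inhibition high control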
RBBP9 inh – inhibitors of human serine hydrolase RBBP9 | O75884 | recombinant RBBP9, FP-Rh probe fluorescence polarization | inhibition, % at 7.94 µM | 220,000 compounds, 0.2% hits | AID 1515;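 active = inhibition above the campaign mean of all tested compounds plus 3 SD, cut at about 14% in these data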;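 also: plate controls were DMSO wells with RBBP9 for no effect and wells lacking RBBP9 protein for full effect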
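Measured by: FP readout at 525/598 nm; material: recombinant human RBBP9; also added: Serine-hydrolase probe FP-Rh, 375 nM pre-mixing; medium: Tris buffer pH 8.0, NaCl, Pluronic; replication: one well per compound; doses: one concentration, 7.94 µM nominal, 0.794% DMSO; timing: preincubation 30 min plus labeling 45 min at 25 °C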
Hck-Nef inh – human Hck-Nef kinase inhibition | P08631 | inhibition, % at 20 µM | Recombinant Hck-YEEI plus Nef, Z-Lyte FRET kinase assay | 220,000 compounds, 0.68% hits;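 active = Hck-Nef kinase inhibition above about 50%, limit read from the data; inactive = inhibition below that limit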;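 also: 0% = DMSO with Hck plus Nef and 100% = Hck alone without Nef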
Target sequence (P08631 whole entry, looked up): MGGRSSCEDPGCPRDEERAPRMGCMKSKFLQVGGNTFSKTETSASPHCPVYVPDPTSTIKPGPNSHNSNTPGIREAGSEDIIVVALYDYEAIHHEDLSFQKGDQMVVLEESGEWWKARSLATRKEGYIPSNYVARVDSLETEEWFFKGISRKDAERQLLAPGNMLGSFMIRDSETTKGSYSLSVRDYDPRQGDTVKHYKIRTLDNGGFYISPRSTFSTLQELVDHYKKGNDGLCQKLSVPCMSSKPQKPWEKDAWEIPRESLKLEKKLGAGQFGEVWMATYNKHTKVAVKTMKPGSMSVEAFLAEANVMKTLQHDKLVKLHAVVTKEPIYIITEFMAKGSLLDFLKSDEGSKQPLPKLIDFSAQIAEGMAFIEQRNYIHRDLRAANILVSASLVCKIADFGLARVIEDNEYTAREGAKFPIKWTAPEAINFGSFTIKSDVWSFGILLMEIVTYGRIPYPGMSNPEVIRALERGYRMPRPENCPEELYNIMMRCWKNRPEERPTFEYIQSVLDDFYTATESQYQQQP
Runt-SMMHC FRET – Runt domain-CBFb-SMMHC interaction inhibition; Q01196+Q13951; Cerulean-Runt/Venus-CBFb-SMMHC FRET ratio 530/480, 1 h; inhibition, % at 20 µM; 220,000 compounds, 0.74% hits;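 active = mean inhibition across duplicate retests at 20 µM reaching about 50%, limit read from the data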;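 also: 0% = DMSO wells and 100% = wells with excess untagged CBFb-SMMHC; inhibitors lower the FRET ratio by blocking Runt binding to CBFb-SMMHC; some results filed as inactive read as strong as hits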
NPY2 pot ag – potentiators or agonists of human neuropeptide Y receptor Y2; P49146; cells expressing NPY-Y2, potentiator/agonist read-out; activation, % at 3.6 µM; 220,000 compounds, 0.45% hits; AID 1359; in the data active = activation above about 27%;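 also: cells stimulated with NPY near EC25 plus isoproterenol at EC100; 0% = vehicle plus submaximal agonist and 100% = vehicle plus saturating agonist; some results beyond the cut were filed as inactive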
Target sequence (P49146 whole entry, looked up): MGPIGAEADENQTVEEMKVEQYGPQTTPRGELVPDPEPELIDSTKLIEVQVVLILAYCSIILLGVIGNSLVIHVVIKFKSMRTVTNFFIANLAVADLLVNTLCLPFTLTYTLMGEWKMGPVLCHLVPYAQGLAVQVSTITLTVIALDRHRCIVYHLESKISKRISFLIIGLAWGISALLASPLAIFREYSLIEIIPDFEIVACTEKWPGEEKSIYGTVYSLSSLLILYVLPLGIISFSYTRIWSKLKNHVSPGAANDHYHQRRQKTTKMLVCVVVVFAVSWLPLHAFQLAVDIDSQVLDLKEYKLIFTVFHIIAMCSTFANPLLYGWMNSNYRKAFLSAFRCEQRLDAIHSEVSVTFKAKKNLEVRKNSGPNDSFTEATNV
NPY-Y1 antag – blocks the human neuropeptide Y Y1 receptor; 200,000 compounds, 1% hits; P25929; inhibition, % at 3.6 µM; HEK293-CNG Y1 cells, membrane potential fluorescence; NPY at EC95, then isoproterenol;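 active = inhibition above the campaign mean inhibition of all tested compounds plus 3 SD, cut at about 20% in these data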;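 also: 0% = DMSO wells given NPY plus isoproterenol and 100% = isoproterenol alone without NPY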
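Assay system: HEK293 cells with Y1 receptor plus CNG channel | Probe or stimulus: NPY (25 nM), isoproterenol (1 µM), Ro 20-1724 (25 µM) | Timing: Compound incubation 1 h at room temperature, readout 45 min post-stimulation | Measured by: Membrane-potential fluorescent dye readout | Benchmarks: High control isoproterenol alone, low control NPY with isoproterenol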
* hit, by the source's call; i = inactive; · = not tested or not shown.

No.	SMILES	MDM2 E3 inh	NPY1 pot ag	p97 ATPase inh	Runt-CBFb FRET	RBBP9 inh
1	Cc1cc(C2N=C(N)Nc3nc4ccccc4n32)c(C)n1-c1ccccc1Cl (centres undefined)	-13	-19	-1	2	-10
2	CC(=O)Nc1ccc(Nc2nc(C)c([N+](=O)[O-])c(Nc3ccc(NC(C)=O)cc3)n2)cc1	-12	-15	-2	-3	-6
3	Cc1ccc(C)c2nc(SCC(=O)N3CCCc4ccccc43)c(C#N)cc12	-9	-18	2	3	0
4	Cc1nnsc1C(=O)NC1CCCCC1	-2	16	-1	0	6
5	Clc1ccc(/C(Cc2nc3ccccc3[nH]2)=N\Nc2ccccc2)cc1	-6	0	6	-1	-11
6	Cc1ccc(Nc2cc(C)nc(N3CCOCC3)n2)cc1	-22	-13	3	-1	-4
7	O=C(O)C1CN(C(=O)c2cccc(Br)c2)C1	-2	13	4	0	5
8	O=C(Nc1cc(Cl)cc(Cl)c1)N1CCCC1	-10	-6	6	-1	-4
9	Cc1ccccc1C(=O)Oc1cc(N)n(S(C)(=O)=O)n1	-6	-6	3	1	2
10	COc1ccc(CCNC(=S)NC(=O)c2cccc(Cl)c2)cc1OC	-8	-41	-7	1	-7

No.	Hck-Nef inh	Runt-SMMHC FRET	NPY2 pot ag	NPY-Y1 antag
1	3	-2	-5	7
2	1	0	-11	0
3	2	-5	-10	-4
4	0	0	-4	-2
5	4	-9	-9	-7
6	1	-3	-16	2
7	-4	-1	-4	2
8	17	-2	-20	·
9	1	3	-5	1
10	-2	-3	-19	·

Record cards, as listed above. Values in the order: MDM2 E3 inh | NPY1 pot ag | p97 ATPase inh | Runt-CBFb FRET | RBBP9 inh | Hck-Nef inh | Runt-SMMHC FRET | NPY2 pot ag | NPY-Y1 antag
Cc1ccc(C)c2nc(SCC(=O)N3CCCc4ccccc43)c(C#N)cc12 as listed: -9 | -18 | 2 | 3 | 0 | 2 | -5 | -10 | -4
O=C(Nc1cc(Cl)cc(Cl)c1)N1CCCC1 as listed: -10 | -6 | 6 | -1 | -4 | 17 | -2 | -20 | ·
Cc1ccccc1C(=O)Oc1cc(N)n(S(C)(=O)=O)n1 as listed: -6 | -6 | 3 | 1 | 2 | 1 | 3 | -5 | 1

Following part
No.	SMILES	MDM2 E3 inh	NPY1 pot ag	p97 ATPase inh	Runt-CBFb FRET	RBBP9 inh
11	CCCn1nnc2sc3c(c2c1=O)CCC(C)C3 (centres undefined)	-17	-30	2	1	-3
12	CCOC(=O)N1CCN(c2cc(=O)n(-c3ccc(Br)cc3)c(=O)[nH]2)CC1	-13	8	3	-1	-3
13	O=C(c1ccccc1)c1ccc(OCCn2cnc3ccccc3c2=O)cc1	0	-28	2	·	-3
14	O=C(CSc1nc2ccccc2c(=O)n1-c1ccccc1)N/N=C/C=C/c1ccccc1[N+](=O)[O-]	-10	-22	-3	·	-20
15	CC(C)(C)c1cc(/C=N/NC(=O)Cc2nc3ccccc3[nH]2)cc(C(C)(C)C)c1O	-7	9	2	13	-12
16	COc1ccc(-n2c(/C=C(\C)O)nc(=O)c3c(C)cc(C)nc32)cc1	-35	-34	2	0	-2
17	O=C(c1ccc(Cn2c(=O)[nH]c3ccsc3c2=O)cc1)N1CCN(c2ccccc2)CC1	-8	11	5	0	2
18	Cc1ccccc1NC(=O)c1cc(C(=O)c2cc(Cl)ccc2O)cn(-c2ccccc2C)c1=O	2	2	4	-9	-34
19	COc1ccc2c(c1OC)C(=O)OC2CC(=O)c1ccc(O)cc1 (centres undefined)	-5	1	8	-3	-3
20	Cn1c(=O)c(Nc2ccc(O)cc2)c2c3c(cccc31)C(=O)c1ccccc1-2	-11	16	3	i	7

No.	Hck-Nef inh	Runt-SMMHC FRET	NPY2 pot ag	NPY-Y1 antag
11	3	2	-12	1
12	1	0	-11	7
13	0	0	-32	7
14	-7	-6	-16	2
15	10	30	8	-4
16	1	-7	-14	9
17	-2	-1	3	-3
18	2	-11	11	0
19	-4	0	1	3
20	10	i	17	-5

The results go on.
No.	SMILES	MDM2 E3 inh	NPY1 pot ag	p97 ATPase inh	Runt-CBFb FRET	RBBP9 inh
21	CC(C)(C)C(=O)N1CCC[C@H]1C(O)(c1ccccc1)c1ccccc1	-13	-10	-1	-3	-5
22	CC1Cc2ccccc2N1C(=O)COC(=O)Cn1nnc(-c2ccccc2)n1 (centres undefined)	0	-7	-1	0	3
23	CCOc1ncccc1C(=O)OCC(=O)Nc1cccc(C(C)=O)c1	-15	12	1	-4	-1
24	CCC(=O)NCCc1nc2ccccc2n1CC(=O)c1ccccc1	·	-24	3	0	10
25	O=C1CC(N2CCN(c3ncccn3)CC2)C(=O)N1CCc1ccccc1 (centres undefined)	-14	6	-2	4	-1
26	CCC(NC(=O)/C(=C\c1ccc2c(c1)OCO2)NC(C)=O)C(=O)O (centres undefined)	-7	-24	2	3	-3
27	COc1ccc(-c2nc(NC(=O)C3=NN(c4cccc(C)c4)C(=O)CC3)sc2C)cc1	-10	-2	-3	4	-3
28	Cc1ccc(NC(=O)CSc2nn(-c3ccccc3)c(=S)s2)cc1S(=O)(=O)N(C)C	-28	-5	3	-1	-15
29	O=S(=O)(NCCc1ccc(F)cc1)c1cccc2cccnc12	-12	19	2	-2	-3
30	C=CCn1c(SCC(=O)N2CCN(c3ccc(F)cc3)CC2)nnc1-c1cccs1	-15	8	-9	2	-9

No.	Hck-Nef inh	Runt-SMMHC FRET	NPY2 pot ag	NPY-Y1 antag
21	-1	-3	4	3
22	1	2	-8	11
23	6	-7	3	2
24	-5	-1	-6	2
25	3	-1	3	3
26	0	-3	9	4
27	-6	-3	-10	6
28	0	1	7	-2
29	17	3	13	-5
30	0	-2	-16	4

New compounds follow.
No.	SMILES	MDM2 E3 inh	NPY1 pot ag	p97 ATPase inh	Runt-CBFb FRET	RBBP9 inh
31	CCCc1cc2c(=O)n(NC(=O)c3nn(C)cc3[N+](=O)[O-])c(C)nc2s1	-2	-45	8	-2	5
32	O=S(=O)(Nc1cccc(-c2nc3cccnc3s2)c1)c1cccs1	-11	-13	3	0	-9
33	COC(F)(C(=O)Nc1ccc2c(c1)C(=O)NC2=O)C(F)(F)F (centres undefined)	5	-4	0	0	-7
34	CC(CCC(=O)O)C1CC[C@@]2(C)C3C(=O)CC4C(C)(C)C(O)CC[C@]4(C)C3C(=O)C[C@]12C (some centres undefined)	-8	-15	-1	2	-5
35	CC(C)(C)OC(=O)N1CCC[C@H]1c1nnc(SCc2ccccc2)o1	-21	-14	-2	0	-7
36	O=C1CN(C(=O)COc2cccc(F)c2)c2ccccc2N1	-7	-21	6	2	-2
37	Cc1cc(C)n2nc(SCc3cc(=O)n4ccccc4n3)nc2n1	·	7	-5	·	0
38	Cc1ccc(C(=O)NC(NC(=O)c2ccc(C)cc2)c2cccc([N+](=O)[O-])c2)cc1	-8	-4	-3	1	-7
39	CCc1ccc(S(=O)(=O)NC(=S)Nc2ccccc2)cc1	-17	-26	0	3	-10
40	CN(C)c1cccc(C(=O)NCc2ccc(Cl)cc2)c1	1	-6	2	2	-1

No.	Hck-Nef inh	Runt-SMMHC FRET	NPY2 pot ag	NPY-Y1 antag
31	3	0	-15	3
32	11	-3	-19	·
33	-5	1	9	0
34	4	0	-1	·
35	10	-2	0	·
36	0	3	-3	1
37	-3	·	-3	3
38	6	3	0	5
39	3	-4	-1	-7
40	24	-1	1	0

(cont.)
No.	SMILES	MDM2 E3 inh	NPY1 pot ag	p97 ATPase inh	Runt-CBFb FRET	RBBP9 inh
41	COc1ccc(C(=O)N2CCN(c3ccccn3)CC2)cc1	1	2	1	0	-3
42	COc1ccc(-c2nnc(SCC(=O)Nc3cc(F)ccc3C)o2)cc1	-16	-4	2	2	-2
43	CC(=O)c1nnn(-c2ccccc2C#N)c1C	2	5	12	-1	-8
44	Clc1ccc(-c2nc(-c3cnccn3)no2)cc1	-46	12	-11	2	-6
45	C/C(=C1/SC(=S)N(CCC(=O)O)C1=O)c1ccc(O)cc1	-26	-38	2	-1	-7
46	CC(C)c1ccc(N2C(=O)CSC23C(=O)N2CCCc4cccc3c42)cc1 (centres undefined)	-1	10	-2	2	-4
47	Cc1ccc2c(CC(=O)N3CCc4ccccc43)coc2c1	-27	-9	1	0	-5
48	CC(=O)Nc1ccc(-c2nnc(SCc3c(C)cc(C)cc3C)n2C)cc1	-4	16	-4	-2	0
49	COc1ccc(S(=O)(=O)N(C)C)cc1NC(=O)[C@H](Cc1ccccc1)N1C(=O)c2ccccc2C1=O	1	-27	5	-1	-5

No.	Hck-Nef inh	Runt-SMMHC FRET	NPY2 pot ag	NPY-Y1 antag
41	0	1	-2	3
42	2	-4	-13	11
43	11	-1	-4	·
44	3	1	10	·
45	0	-3	-6	5
46	-2	-1	-2	7
47	2	2	6	8
48	-2	-3	18	-1
49	-2	1	4	-4

Grouped by structure, the entries above with an aryl methoxy group.
No.	SMILES	MDM2 E3 inh	NPY1 pot ag	p97 ATPase inh	Runt-CBFb FRET	RBBP9 inh
10	COc1ccc(CCNC(=S)NC(=O)c2cccc(Cl)c2)cc1OC	-8	-41	-7	1	-7
16	COc1ccc(-n2c(/C=C(\C)O)nc(=O)c3c(C)cc(C)nc32)cc1	-35	-34	2	0	-2
19	COc1ccc2c(c1OC)C(=O)OC2CC(=O)c1ccc(O)cc1 (centres undefined)	-5	1	8	-3	-3
27	COc1ccc(-c2nc(NC(=O)C3=NN(c4cccc(C)c4)C(=O)CC3)sc2C)cc1	-10	-2	-3	4	-3
41	COc1ccc(C(=O)N2CCN(c3ccccn3)CC2)cc1	1	2	1	0	-3
42	COc1ccc(-c2nnc(SCC(=O)Nc3cc(F)ccc3C)o2)cc1	-16	-4	2	2	-2
49	COc1ccc(S(=O)(=O)N(C)C)cc1NC(=O)[C@H](Cc1ccccc1)N1C(=O)c2ccccc2C1=O	1	-27	5	-1	-5

No.	Hck-Nef inh	Runt-SMMHC FRET	NPY2 pot ag	NPY-Y1 antag
10	-2	-3	-19	·
16	1	-7	-14	9
19	-4	0	1	3
27	-6	-3	-10	6
41	0	1	-2	3
42	2	-4	-13	11
49	-2	1	4	-4
